# PolyA inhibitor: polyadenylation inhibitors in yeast reporter cells, primary screen, luminescence, S. cerevisiae. actives 0.02% (n = 300,000). AID 1875, 2009. S. cerevisiae SKY197-pL101 polyadenylation reporter, beta-gal luminescence; efflux-impaired pdr1/pdr3 knockout yeast; score 100 = 6 SD above DMSO. calls only at 12 µM;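 active = lowest replicate activity score at least 50, where 100 means six control SD above control mean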;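 also: yeast exposed to compound for 9 h at 30 °C; higher score means more reporter readthrough which indicates perturbed polyadenylation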
# KCNQ1 pot: potentiators or activators of KCNQ1 channel, primary screen, cell-based, thallium flux, high-throughput; Potassium voltage-gated channel subfamily KQT member 1 (Homo sapiens), P51787; CHO-K1 KCNQ1, thallium flux FluxOR fluorescence; hits give high values; B-score at 10 µM; actives 0.35% (n = 310,000); AID 2648, 2010;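 active = fluorescence ratio B-score, a plate-corrected score, at least three library SD, with initial intensity B-score within 5 SD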
#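 Assay system: stable KCNQ1 CHO-K1 line; medium: assay buffer, equal DMSO in all wells; timing: 90 min dye loading and 20 min compound exposure, both at room temperature; technique: kinetic FluxOR thallium fluorescence, 10-s 1-Hz baseline, 110-s post-stimulus read; read-out basis: B score of baseline-normalized fluorescence ratio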
# DYRK1A inh: rat Dyrk1A kinase inhibitors, primary screen, biochemical, single point, plate reader; ADP-Glo luminescence, NFATc1 peptide; AID 504441, 2011; inhibition, % at 12.5 µM; actives 0.43% (n = 310,000); Dual specificity tyrosine-phosphorylation-regulated kinase 1A (Rattus norvegicus), Q63470; in the data active = inhibition above about 50%;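 also: plate controls were vehicle with enzyme for no effect and no enzyme for full effect; many of its hits are not listed in these tables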
# TRPC4 PAM: positive allosteric modulators of TRPC4, primary screen, cell-based, mouse TRPC4beta, HEK293 mu-opioid, Fluo-4 calcium. Short transient receptor potential channel 4 (Mus musculus), Q9QUQ5. DAMGO EC20, Fluo-4 Ca2+ flux; hits give high values. B-score at 10 µM. actives 0.42% (n = 310,000);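 active = B-score of calcium response area above 5 SD of library B-scores, with initial fluorescence ratio within 5 SD of library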;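 also: B-score of integrated fluorescence ratio over time as area under calcium response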
# KCNK3 inh: human KCNK3 channel inhibitors, primary screen, CHO cells, FluxOR thallium flux, B-score | B-score at 10 µM | AID 602410, 2012 | Potassium channel subfamily K member 3 (Homo sapiens), O14649 | actives 0.84% (n = 340,000) | FluxOR fluorescence; hits give low values;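 active = B-score under library mean minus 4 SD, starting fluorescence ratio at most library mean plus 5 SD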;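 also: more negative B-score means stronger inhibition of thallium flux through KCNK3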
# Target sequence (O14649 whole entry, looked up): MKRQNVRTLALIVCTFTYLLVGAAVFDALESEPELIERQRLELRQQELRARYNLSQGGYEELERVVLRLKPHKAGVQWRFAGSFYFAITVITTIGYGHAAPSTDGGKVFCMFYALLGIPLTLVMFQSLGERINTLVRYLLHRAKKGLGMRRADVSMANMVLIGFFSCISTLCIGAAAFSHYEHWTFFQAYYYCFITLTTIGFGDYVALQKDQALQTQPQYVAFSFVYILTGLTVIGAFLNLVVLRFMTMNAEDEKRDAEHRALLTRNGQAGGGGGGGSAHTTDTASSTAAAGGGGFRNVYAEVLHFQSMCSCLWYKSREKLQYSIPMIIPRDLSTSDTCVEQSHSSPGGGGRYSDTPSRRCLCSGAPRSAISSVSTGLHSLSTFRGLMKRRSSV
# TRPC4 inh: inhibitors of mouse TRPC4 channel, primary screen, Fluo4 calcium, HEK293 TRPC4beta/mu-opioid cells; Short transient receptor potential channel 4 (Mus musculus), Q9QUQ5; actives 0.39% (n = 300,000); DAMGO-evoked Fluo4 calcium flux; hits give low values; B-score at 10 µM;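 active = B-score over 3 SD under the library average, no early fluorescence shift, positive overall ratio signal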
#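 material = TRPC4beta/mu-opioid receptor HEK293 cell line | probe or stimulus = sequential submaximal and maximal DAMGO stimulation | compound dosing = one concentration per compound | measured by = Fluo4 Ca2+ flux fluorescence | evaluation = integrated fluorescence ratio relative to baseline, converted to per-well B score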
# TRPC4 act: activators of mouse TRPC4 channel, primary screen, Fluo4 calcium, HEK293 TRPC4beta/mu-opioid cells | Short transient receptor potential channel 4 (Mus musculus), Q9QUQ5 | Fluo4 calcium fluorescence; hits give high values | B-score at 10 µM | actives 0.49% (n = 310,000) | AID 2237, 2010;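 active = B-score above 5 SD of library B-scores, and initial fluorescence ratio not above library mean plus 5 SD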;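 also: positive B-score marks a calcium rise read as TRPC4 activation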
#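 Incubation: 45 min room-temperature Fluo4 loading, 110 s read / System: HEK293 cells stably co-expressing mouse TRPC4beta and mu-opioid receptor / Signal: Fluo4 fluorescence, kinetic / Control set: buffer (low) and maximal DAMGO (high) / Measure: integrated baseline-normalised fluorescence ratio, converted to per-well B score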
# KCNQ1 inh: inhibitors of human KCNQ1 channel, primary screen, cell-based, thallium flux, high-throughput | AID 2642, 2010 | CHO-K1 KCNQ1, FluxOR thallium flux fluorescence; hits give high values | Potassium voltage-gated channel subfamily KQT member 1 (Homo sapiens), P51787 | actives 1.3% (n = 310,000) | B-score at 10 µM;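 active = compounds whose thallium flux B-score, printed positive for inhibition, exceeds three library SD while starting fluorescence stays within three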;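 also: channel opened by potassium depolarization with thallium stimulus after 20 min compound exposure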
# KCNK9 inh: KCNK9 potassium channel inhibitors, primary screen, HEK293 cells, thallium flux. Potassium channel subfamily K member 9 (Homo sapiens), Q9NPC2. FluxOR thallium flux fluorescence; hits give low values. B-score at 10 µM. actives 1.2% (n = 310,000);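 active = ratio B-score over 3 SD below the library mean, with starting fluorescence within 5 SD of its mean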;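 also: negative B-score means less thallium flux so channel inhibition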
# Target sequence (Q9NPC2 whole entry, looked up): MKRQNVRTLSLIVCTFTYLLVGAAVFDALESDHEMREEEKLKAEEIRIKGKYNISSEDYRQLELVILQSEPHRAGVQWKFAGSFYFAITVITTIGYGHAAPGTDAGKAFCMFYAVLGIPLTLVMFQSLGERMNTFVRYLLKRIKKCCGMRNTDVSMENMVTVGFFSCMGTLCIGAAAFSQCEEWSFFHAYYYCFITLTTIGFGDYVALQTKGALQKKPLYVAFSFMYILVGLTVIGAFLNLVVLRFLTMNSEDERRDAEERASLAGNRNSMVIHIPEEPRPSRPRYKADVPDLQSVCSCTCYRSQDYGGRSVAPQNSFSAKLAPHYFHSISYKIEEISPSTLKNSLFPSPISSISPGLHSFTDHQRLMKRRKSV
# hERG rescue: hERG rescue from dofetilide block, primary screen, cell-based, CHO-hERG, FluxOR thallium flux, dofetilide IC70; Voltage-gated inwardly rectifying potassium channel KCNH2 (Homo sapiens), Q12809; dofetilide IC70 present; activation (rescue from dofetilide block), less the hit threshold, % at 10 µM; actives 0.51% (n = 310,000);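 active = activation above the mean of controls blocked by dofetilide plus 5 SD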;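 also: thallium influx through hERG after potassium depolarization seen as dye fluorescence rise; in these data hits start at about 4.7%; inactives centre near -7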
# Platelet DG rel: inhibitors of platelet dense granule secretion, primary screen, cell-based, MLPCN, human platelets. human platelet-rich plasma, SFLLRN dense granule ATP release, luminescence. inhibition, %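 (compounds screened at 7.5 µM in platelet-rich plasma)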. actives 0.22% (n = 300,000);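 active = mean replicate score, as percent of positive control, at or above 50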
# The depositor's hits bear a star; i = inactive; nt = no result given.
SMILES,PolyA inhibitor,KCNQ1 pot,DYRK1A inh,TRPC4 PAM,KCNK3 inh,TRPC4 inh,TRPC4 act,KCNQ1 inh,KCNK9 inh,hERG rescue,Platelet DG rel
N#Cc1cc2c([nH]c1=O)CCCC2,i,i,-6,i,i,i,i,i,i,-6,21
Cc1ccc2nc(-c3ccc(SCC(=O)O)nc3)[nH]c2c1,i,i,37,i,i,i,i,i,i,-6,2
COC(=O)C1=C(Nc2ccc(C)cc2)C=C(C)C(C(=O)OC)C1c1ccc(OC)cc1 (stereo unspecified),i,i,4,i,i,i,i,i,i,-4,9
COc1ccc(C(=O)NNC(=O)C(NC(=O)c2ccccc2NC(=O)c2ccco2)C(C)C)cc1 (stereo unspecified),i,i,5,i,i,i,i,i,i,-8,19
CCN1C(=O)C(O)(CC(=O)C(C)(C)C)c2cc(Br)ccc21 (stereo unspecified),i,i,0,i,i,i,i,i,i,0,10
COc1ccc(-n2c(SCC(=O)O)nc3sc4c(c3c2=O)CCCC4)cc1,i,i,-2,i,i,i,i,i,i,-4,2
O=C(O)/C=C/c1ccc(Oc2ncccn2)cc1,i,i,0,i,i,i,i,i,i,-3,5
Cc1ccc(NN=C2c3ccccc3-c3ccccc32)cc1,i,i,2,i,i,i,i,i,i,-11,-1
CCCCNC(=O)CN1C(=O)NC(CCc2ccccc2)C1=O (stereo unspecified),i,i,1,i,i,i,i,i,i,-14,-1
COc1cccc(N=Nc2c(=O)[nH]n3c(=O)cc(C)[nH]c23)c1,i,i,31,i,i,i,i,i,i,-10,6
c1ccc(CSc2nnc([C@@H]3CCCN3)o2)cc1,i,i,-1,i,i,i,i,i,i,-1,5
COc1ccc(C(=O)Nc2ccc(S(=O)(=O)NC(C)(C)C)cc2)cc1[N+](=O)[O-],i,i,13,i,i,i,i,i,i,-9,4
Cc1cc(C)n(-c2n[nH]c(=O)c3ccccc23)n1,i,i,-9,i,i,i,i,i,i,-6,7
CCOc1cccc(/C=C(\C#N)C(=O)NC2CC2)c1,i,i,-1,i,i,i,i,i,i,-11,9
Cc1cc(C)c(C)c(S(=O)(=O)N2CCN(c3ncnc4sc(C)c(C)c34)CC2)c1C,i,i,nt,i,i,i,i,i,i,-11,-13
COc1cc(C(=O)OCC(=O)c2cc(C)n(C)c2C)cc(OC)c1OC,i,i,-9,i,i,i,i,i,i,-13,2
O=C1NC(=O)/C(=C\c2ccc(N3CCOCC3)o2)N1,i,i,-4,i,i,i,i,i,i,-13,5
CCCc1nc2c([nH]1)c(=O)n(C)c(=O)n2C,i,i,6,i,i,i,i,i,i,-2,-8
Cn1cccc1/C=C(\C#N)C(N)=S,i,i,nt,i,i,i,i,i,i,-6,-7
CCOC(=O)C1=C(CSc2nc3c(cc2C#N)CN(C)CC3)OC(N)=C(C#N)C1c1ccncc1 (stereo unspecified),i,i,-2,i,i,i,i,i,i,-13,16
COC(=O)CNC(c1ccccc1)c1cc(Br)ccc1NC(C)=O (stereo unspecified),i,i,-1,i,i,i,i,i,i,-11,-2
COc1cccc(OC)c1C(=O)Nc1ccc(CN2CCOCC2)cc1,i,i,-10,i,i,i,i,i,i,-6,-5
O=C(NCCCO)C(=O)Nc1cc2c3c(c1)CCC(=O)N3CCC2,i,i,15,i,i,i,i,i,i,-9,4
CCC(C)[C@H](NC(=O)NC1CCCc2ccccc21)C(=O)O (stereo partly specified),i,i,6,i,i,i,i,i,i,-12,-2
CCn1c(SCC(=O)NC2CCCC2)nnc1-c1ccccn1,i,i,-10,i,i,i,i,i,i,-7,-6
O=C(O)C1CCN(C(=O)c2ccccc2Cl)CC1,i,i,0,i,i,i,i,i,i,-9,-9
O=C(/C=C/c1ccc(Cl)cc1Cl)N(Cc1ccccc1)C1CCS(=O)(=O)C1 (stereo unspecified),i,i,3,i,i,i,i,i,i,-4,9
COc1ccccc1N1CCN(C(=O)CSc2nnc(NC(=O)C3CC3)s2)CC1,i,i,3,i,i,i,i,i,i,-27,1
COC(=O)CNC(=O)c1cccc(-c2ccc(OC)cc2)c1,i,i,10,i,i,i,i,i,i,-9,-5
COc1ccc(C)cc1NC(=O)CCN1CCCC1,i,i,7,i,i,i,i,i,i,-3,-4
CN(C)/C=N/N(C)c1ncccc1[N+](=O)[O-],i,i,7,i,i,i,i,i,i,-8,-6
CC1CCN(S(=O)(=O)c2ccc3nc(N4CCN(c5ccccc5)CC4)ccc3c2)CC1,i,i,nt,i,nt,i,i,i,i,-2,1
CCOC(=O)c1sc(NC(=O)CN2C(=O)NC3(CC(C)CC(C)(C)C3)C2=O)cc1C (stereo unspecified),i,i,4,i,i,i,i,i,i,-12,-13
O=C(c1cc(-c2ccc(Cl)cc2Cl)on1)N1CCN(C(=O)c2ccco2)CC1,i,i,13,i,i,i,i,i,i,-3,3
C=CCOc1ccc(C2c3c(oc4ccccc4c3=O)C(=O)N2CCCN2CCOCC2)cc1 (stereo unspecified),i,i,-3,i,i,i,i,i,i,-11,-1
Cc1cc(C)n(-c2ccc(C(=O)NCc3ccc(F)cc3)cc2)n1,i,i,3,i,i,i,i,i,i,-12,-5
CC(C)(C)c1cc(NC(=O)c2cc(F)c(F)c(F)c2F)no1,i,i,4,i,i,i,i,i,i,-11,-9
Nc1nc(NCCN2CCOCC2)nc(NCc2ccccc2)c1[N+](=O)[O-],i,i,nt,i,i,i,i,i,i,-5,6
Cc1c(CN2CCC(Oc3ccc(C(=O)N4CCCCC4)cc3)CC2)cnn1C,nt,i,-4,i,i,i,i,i,i,-11,2
O=C(NCc1ccccc1)c1c[nH]c2cc3c(cc2c1=O)OCCO3,i,i,-4,i,i,i,i,i,i,-18,-7
CCOC(=O)c1nnn(-c2nonc2N)c1CSc1nnc(N)s1,i,i,-3,i,i,i,i,i,i,-5,-1
N#CCCn1cc(C(=O)NCc2ccccc2)c(-c2cccs2)n1,i,i,11,i,i,i,i,i,i,-6,20
O=C(NCCOC(=O)c1ccc(Cl)c(S(=O)(=O)N2CCCCC2)c1)c1ccncc1,i,i,7,i,i,i,i,i,i,-10,1
COC(=O)c1cc(-c2ccccc2)n[nH]1,i,i,-3,i,i,i,i,i,i,-6,-5
COC(=O)CC1C(=O)NCCN1C(=O)CSc1nc2ccccc2s1 (stereo unspecified),nt,i,1,i,i,i,i,i,i,-10,13
COc1cc(OC)cc(C(=O)Nc2cc(NC(=O)c3ccco3)ccc2OC)c1,i,i,2,i,i,i,i,i,i,-23,7
Cc1[nH]c2ccc(C(=O)N3CCN(c4cccc(Cl)c4)CC3)cc2c1C,i,i,nt,i,i,i,i,i,i,-9,-2
O=C(c1ccccc1)N1CCN(C2CCCCCC2)CC1,i,i,-2,i,i,i,i,i,i,-6,8
CC(C)C(=O)OCC(=O)NCc1ccccc1Cl,i,i,nt,i,i,i,i,i,i,-9,2
CC(OC(=O)c1cc(S(=O)(=O)Nc2ccc(F)cc2)ccc1Cl)C(=O)Nc1ccc2c(c1)OCCO2 (stereo unspecified),i,i,-3,i,i,i,i,i,i,-5,-15

# Next entries:
SMILES,PolyA inhibitor,KCNQ1 pot,DYRK1A inh,TRPC4 PAM,KCNK3 inh,TRPC4 inh,TRPC4 act,KCNQ1 inh,KCNK9 inh,hERG rescue,Platelet DG rel
CCOc1cc2[nH]c(=S)n(CCCC(=O)NCc3ccco3)c(=O)c2cc1OCC,i,i,5,i,i,i,i,i,i,-1,1
CCOc1ccc(NC(=S)N(Cc2ccc(Cl)cc2)Cc2ccco2)cc1,i,i,nt,i,i,i,i,i,i,-4,9
COC(=O)c1c(NC(=O)CN2CCN(c3cccc(Cl)c3)CC2)sc(C)c1C,i,i,6,i,i,i,i,i,i,-7,7
COc1ccc(CCN2C(=O)CC(Cc3cccc(C)c3)C2=O)cc1OC (stereo unspecified),i,i,-2,i,i,i,i,i,i,-8,-9
COc1ccccc1Nc1ncc(C(=O)N2CCN(Cc3ccc(OC)c(OC)c3OC)CC2)c2ccccc12,i,i,2,i,i,i,i,6*,i,-14,15
CN(C(=O)c1cccc(C(F)(F)F)c1)C1CCCc2ccccc21 (stereo unspecified),i,i,0,i,i,i,i,i,i,-7,-2
CCN(Cc1nc(-c2ccc(OC)c(OC)c2)no1)C(=O)c1ccoc1C,i,i,-6,i,i,i,i,i,i,-3,-1

# These rows are one share of the data, so the mix of outcomes need not match the whole.
